# AmpC inh detg: AmpC beta-lactamase inhibition with detergent present; Potency, µM (titrated, usually from 114 µM), without a hit: top-dose activity change, negative = inhibition, hits mostly inhibitors; AmpC hydrolysis of nitrocefin, absorbance 480 nm, 0.01% Triton; hit rate 0.041% among 370,000; AID 485294;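 further: potency means the concentration at half of the fitted maximal effect; 0% = no-compound wells and -100% = no-enzyme wells; nearly all actives have a fitted effect of over 25% in size; some results filed as inactive show a strong effect at the top dose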
# Target sequence (P00811 whole entry, looked up): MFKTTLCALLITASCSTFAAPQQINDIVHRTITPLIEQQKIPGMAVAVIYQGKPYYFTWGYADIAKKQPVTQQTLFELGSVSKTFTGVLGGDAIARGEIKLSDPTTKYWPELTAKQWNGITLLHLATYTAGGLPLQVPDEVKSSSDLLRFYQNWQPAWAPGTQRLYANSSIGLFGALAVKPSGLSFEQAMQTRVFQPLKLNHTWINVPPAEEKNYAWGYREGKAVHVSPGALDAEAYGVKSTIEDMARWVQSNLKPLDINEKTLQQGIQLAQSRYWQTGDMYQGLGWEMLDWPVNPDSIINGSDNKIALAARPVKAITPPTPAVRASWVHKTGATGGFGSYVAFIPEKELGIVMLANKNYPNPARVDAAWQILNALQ
#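 20 mM phosphate pH 7.0 + 0.01% (detergent screen) or 0.0001% Triton X-100; 5.3 nM AmpC reagent; cpd preinc 15 min RT; nitrocefin (800 uM stock) to start; A480 q20 s × 4 min; Activity was normalised to no-enzyme and no-compound control wells.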
# Shiga inhibitor: Shiga toxin inhibition | inhibition, % at 38.7 µM | hit rate 9.2% among 290,000 | Vero cells, Shiga toxin protein synthesis inhibition reporter; in the data active means inhibition mostly above about 28%, no sharp cut-off; inactive means mostly below about 43%; further: 0% is about no effect
# Giardia FBPA inh: blocks Giardia fructose-bisphosphate aldolase activity | A8B2U2 | purified Giardia FBPA | Potency, µM (titrated, usually from 59.6 µM), inactives show top-dose activity, negative = inhibition, actives largely listed as inhibitors | hit rate 0.71% among 290,000; further: potency means the concentration at half of the fitted maximal effect; on the % scale 0 is the no-effect control and ±100 the full control effect; nearly all actives have a fitted effect of over 55% in size
# Target sequence (A8B2U2 whole entry, looked up): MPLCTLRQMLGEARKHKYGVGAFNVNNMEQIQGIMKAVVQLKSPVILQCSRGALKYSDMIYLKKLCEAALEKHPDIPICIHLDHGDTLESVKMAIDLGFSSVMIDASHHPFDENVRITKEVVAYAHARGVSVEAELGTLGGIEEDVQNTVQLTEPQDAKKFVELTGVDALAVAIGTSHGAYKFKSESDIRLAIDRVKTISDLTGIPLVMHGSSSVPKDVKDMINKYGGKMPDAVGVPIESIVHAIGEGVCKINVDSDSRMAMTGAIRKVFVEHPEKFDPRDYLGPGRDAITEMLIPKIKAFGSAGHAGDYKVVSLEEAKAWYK
#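 40 nM FBPA preincubated 10 min at RT with compound (up to 57.5 uM final), then substrate plus GAPDH/TPI/NAD/arsenate coupling and diaphorase/resazurin added. Fluorescence read after 20 min at RT, 525/598 nm.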
# HCMV antiviral: blocks human cytomegalovirus replication. HFF cells, HCMV-luciferase reporter, 72 h; hits give low values. hit rate 4.5% among 410,000. activity change, negative = inhibition, % at 57.5 µM; in the data active means activity change below about -60%; inconclusive means no clear call, values can overlap the other calls; inactive means above about -39%; further: on the % scale 0 is the no-effect control and ±100 the full control effect
#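 Human foreskin fibroblasts infected with luciferase-reporter HCMV at MOI 1 PFU/cell, compounds at two doses. Luciferase measured 72 h post infection; normalized to buffer-only basal and Salinomycin (10uM) controls.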
# AMA1 RON2 block: disrupts binding of P. falciparum AMA1 to RON2 | AlphaScreen AMA1-biotinylated RON2 peptide binding | AID 720542 | Potency, µM (doses to about 58.2 µM), for inactives: at the top dose activity change, negative = inhibition, hits mostly inhibitors | hit rate 0.2% among 360,000;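 further: potency means the concentration at half of the fitted maximal effect; 0% = vehicle wells and -100% = peptide control; nearly all actives have a fitted effect of over 45% in size; some results filed as inactive show a strong effect at the top dose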
#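 AMA1 (3D7) with his tag at 25 nM final met compounds first, then biotinylated RON2 peptide at 25 nM; detection used donor plus acceptor beads, 10 µg/mL apiece, read by AlphaScreen after 30 min at room temperature.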
# Cycloheximide cs: affects cycloheximide protein synthesis inhibition readout, counter-screen; AID 2314; hit rate 12% among 300,000; max response, %; cell reporter, cycloheximide protein synthesis inhibition counterscreen; in the data active means max response mostly above about 13%, no sharp cut-off; inactive means mostly below about 14%; further: read at 38.3 µM for the half of the compounds with a filed dose; 0% is about no effect
# AmpC no deterg: blocks E. coli AmpC beta-lactamase in detergent-free assay. P00811. AmpC nitrocefin hydrolysis, absorbance 480 nm, 0.0001% Triton. Potency, µM (top dose mostly 57.1 µM), without a hit: at the highest dose activity change, negative = inhibition, most hits filed as inhibitors. hit rate 0.52% among 330,000. AID 485341;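 further: potency means the concentration at half of the fitted maximal effect; plate controls were no compound for no effect and no enzyme for full effect; nearly all actives have a fitted effect of over 20% in size; some results filed as inactive show a strong effect at the top dose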
#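 AmpC (5.3 nM in the dispensed reagent) in 20 mM phosphate pH 7.0 with 0.01% (detergent screen) or 0.0001% Triton X-100 was preincubated with compounds for 15 min at room temperature. Nitrocefin was then added from an 800 uM solution, and hydrolysis was followed at 480 nm.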
# The depositor's hits bear a star; ? = inconclusive; . = no result given; & = joins results of further samples; [ ] = remark or other dose. Unless noted, the call rests on the fitted dose curve; in most records, active means well fitted curve in the direction sought with a large enough effect; inconclusive means small, poorly fitted or top-dose-only effect, or another doubt; inactive means no such curve, though single readings can be large; an effect the other way counts as inactive or inconclusive.
mol,HCMV antiviral,Shiga inhibitor,Cycloheximide cs,Giardia FBPA inh,AMA1 RON2 block,AmpC inh detg,AmpC no deterg
CC(NC(=O)C1C2C=CC(C2)C1C(=O)O)c1ccccc1 (stereo unspecified),54.4,-6.7,-1.4,-2.4%,13.1%,?,1.0%
Fc1ccc(C2C3=C(Nc4ncnn42)c2ccccc2OC3c2ccncc2)cc1 (stereo unspecified),-13.0,-13.1,-1.0,-14.2%,8.1%,-10.4%,57.0%
CN(CC(=O)Nc1ccc(OC(F)(F)F)cc1)C(=O)/C=C/c1cc2c(cc1[N+](=O)[O-])OCO2,46.4,.,.,.,-4.1%,4.4%,-22.2%
O=C(COC(=O)Cn1cnc2ccccc21)Nc1ccc2c(c1)C(=O)c1ccccc1C2=O,11.3,18.1*,67.0*,-1.8%,-4.3%,2.9%,-12.9%
COc1ccc(OC)c(NC(=O)CSc2ccc(-c3ccco3)nn2)c1,3.4,-13.9,5.4,.,-21.0%,3.1%,-26.9%
COc1cccc(C(=O)CC(=O)C(=O)Nc2cccc([N+](=O)[O-])c2C)c1,-20.2,11.1,9.5,-15.0%,68.6%[activator],-19.2%,-31.7%
N#C/C(=C\Nc1ccc(Cl)cn1)S(=O)(=O)c1ccccc1,11.1,-12.0,-1.7,-8.2%,-22.8%,7.5%,-25.3%
Cc1ccc(C(=O)OC2=C(C(=O)c3ccccc3)N(C)S(=O)(=O)c3ccccc32)cc1,-7.9,-1.5,5.8,.,.,9.5%,.
Cc1c(Cl)c(=O)n2c(=O)c(Cl)c(C)n12,-24.7,-6.4,2.4,5.7%,6.9%,?,-12.5%
Cc1ccc2nc(N/N=C/c3ccccc3F)nc(-c3ccccc3)c2c1,?,9.2,-2.9,-0.6%,15.3%,-9.1%,-27.1%
CCOc1ccc(NC(=O)CNC(=O)c2nn(-c3ccc(OC)c(OC)c3)c(=O)c3ccccc23)cc1,77.9,39.1,1.9,8.0%,-10.0%,-8.0%,-5.6%
Cc1ccc(C)c(N2CN(CCC3=CCCCC3)CNC2=S)c1,?,16.5,0.3,1.3%,-12.5%,-5.4%,23.6%
COc1cccc(OC)c1C(=O)NNS(=O)(=O)c1ccc2ccccc2c1,-37.5,-4.5,1.1,.,-9.3%,?,-6.0%
CN(CC(=O)NCc1cccnc1)S(=O)(=O)c1ccccc1,-17.4,-14.6,-0.4,3.9%,8.5%,-1.4%,-9.1%
CC1(C)C(=O)Nc2ccccc2N1C(=O)CSc1nc(-c2ccccc2)cs1,-62.7*,29.4,16.3*,-1.2%,2.5%,-3.5%,-25.2%
CCOC(=O)/C(=N/Nc1ccccc1OC)N1CCCc2ccccc21,-1.1,5.8,-0.6,0.3%,-15.7%,3.7%,-14.2%
CC(=O)Nc1ccc(-c2nnc(SCC(=O)Nc3ccc4c(c3)oc3ccccc34)n2C)cc1,86.1,44.4,16.0*,8.5%,-2.5%,2.8%,16.4%
CC(C)CNS(=O)(=O)c1ccc(CC(C)C)cc1,-8.9,27.5,11.2,9.1%,-8.8%,-2.7%,-15.9%
O=C1C=C(c2ccccc2)C[C@H](c2cccs2)[C@H]1n1cnc([N+](=O)[O-])c1,25.0,-3.9,0.9,-6.8%,-1.1%,?,-27.8%
CCCN(CCC)CCCNC(=O)c1cc2c(=O)n(CC)c3ccccc3c2s1,159.5,-6.1,-5.7,8.5%,19.9%,-2.3%,-2.0%
CN(C)c1cc(-c2ccc(Cl)c(Cl)c2)oc(=O)c1Cl,-33.7,-11.8,-3.5,0.1%,11.5%,-5.0%,-8.4%
O=C(COC(=O)c1ccc(NS(=O)(=O)c2cccs2)cc1)NCc1ccco1,.,-1.0,-3.1,-16.7%,-12.9%,-4.7%,-39.5%
Cc1cc(C(=O)OCC(=O)Nc2ccc(F)cc2F)c(C)o1,20.5,13.7,16.6*,6.5%,-19.6%,-3.1%,-35.3%
CC1(C(=O)NC2CCCCCCC2)CCC(=O)N1CCN1CCOCC1 (stereo unspecified),1.0,18.8,-3.5,-0.6%,5.4%,-10.1%,-9.2%
COc1ccc(CCNC(=O)COc2ccccc2[N+](=O)[O-])cc1OC,11.4,-8.2,1.1,-8.5%,0.5%,2.1%,19.3%
CCOC(=O)c1cnc2c(C)cccc2c1NCCc1ccc(OC)c(OC)c1,-0.2&123.3,-10.8,11.1,-3.4%,-15.1%,?,137.9%[activator]
Cc1ccccc1C(=O)N/N=C/c1cccc2ccccc12,-36.4,45.7*,16.2*,-13.0%,4.9%,-3.9%,-46.5%
CCc1cccc(OCC2Cn3c(nc4c3c(=O)[nH]c(=O)n4C)O2)c1 (stereo unspecified),44.0,-3.7,-2.0,-3.2%,5.4%,0.2%,-0.8%
CCN(CCn1cccn1)C(=O)CCc1nnc(Cc2c[nH]c3ccccc23)o1,-25.1,19.9,-1.4,3.6%,7.8%,6.5%,20.2%
CCc1noc(C)c1C(=O)NNC(=O)c1cc(OC)cc(OC)c1,-6.2,.,.,.,6.9%,2.9%,-12.6%
COc1ccc(CC(=O)NC2CCN(CC(=O)Nc3ccc4c(c3)OCCO4)CC2)cc1OC,-28.6,7.3,1.0,-1.8%,-3.2%,?,28.6%
CC(C)N(CCc1ccncc1)C(=S)Nc1ccc(F)c(Cl)c1,0.0,-12.9,-5.0,-6.7%,-2.4%,1.4%,-16.7%
CC(=O)NC(Cc1ccccc1)C(=O)NC1CCN(C(=O)NC2CCCCC2)CC1 (stereo unspecified),14.8,16.8,-3.4,-2.0%,1.7%,?,9.9%
CC(C)c1c(O)nc(SCC(=O)N2CCOCC2)[nH]c1=O,-4.5,1.6,-2.3,-0.2%,-5.4%,2.8%,-23.1%
O=C(NCC1CCCO1)c1coc2nc3ccccc3nc12 (stereo unspecified),-0.2,30.9,17.3,-15.1%,9.3%,-3.3%,-22.7%
c1ccc(-c2onc(-c3ccco3)c2-c2ccc3c(c2)OCO3)cc1,14.3,25.2,5.8,-8.2%,29.4%,-17.8%,-34.0%
CSc1ccccc1NC(=O)c1cc(CC(C)C)on1,10.4,69.5*,62.3*,0.1%,36.6%[activator],4.3%,10µM*
Cc1ccc(NC2c3ncccc3C(=O)N2c2ccccc2C)cc1C (stereo unspecified),15.0,71.6*,21.6*,-19.9%,?,-14.5%,-1.8%
Oc1ccccc1/C=N/n1cnn(Cc2ccccc2Cl)c1=S,?,-6.1,6.5,1.6%,0.0%,-0.8%,-12.6%
O=C(NCCc1nc2ccccc2[nH]1)/C(=C/c1ccco1)NC(=O)c1ccccc1Br,-26.5,6.0,-2.1,-1.3%,48.7%[activator],-2.8%,-13.4%
Cc1ccc(NC2=C/C(=N/S(=O)(=O)c3cccs3)c3ccccc3C2=O)cc1,-102.0*,145.0*,47.5*,?,-14.9%,-5.3%,-30.0%
Cn1c(SCC(=O)Nc2cccc(F)c2)nc2c([nH]c3ccccc32)c1=O,144.4,19.0,-7.4,0.4%,5.3%,0.5%,-25.3%
Cc1ccc(CN2CCN(/N=C/c3sccc3C)CC2)c(C)c1,-34.2,8.0,-0.9,-4.0%,?,-5.7%,-33.2%
CCCCc1nnc(NC(=O)CSCc2cc(=O)n3ccsc3n2)s1,21.4,-7.2,-7.5,.,8.1%,2.5%,-9.1%
CC1c2ccsc2CCN1S(=O)(=O)c1cccs1 (stereo unspecified),-14.7,-4.4,0.5,-12.0%,6.0%,-10.5%,-24.9%
O=C(Cc1cccs1)N(c1ccc(F)cc1)C1(C(=O)NC2CCCCC2)CCCC1,-4.8,-13.9,-0.6,0.0%,-4.9%,-17.8%,-2.1%
CCOc1ccccc1N(CC(=O)Nc1ccc2c(c1)OCO2)S(C)(=O)=O,2.9,-1.4,-4.1,5.3%,0.0%,-6.8%,-14.5%
O=C(Nc1c(O)c2ccccc2[nH]c1=O)c1ccco1,-21.1,4.0,11.4,-13.9%,-5.3%,-11.3%,7.9%
COc1ccc2c(C)cc(SCC(=O)c3ccc4c(c3)OCO4)nc2c1,34.8,-12.5,6.3,-18.0%,9.4%,10.4%,-32.9%
Nc1ccc2nc(SCC(=O)Nc3ccc(N4CCOCC4)c(Cl)c3)sc2c1,-2.3,21.7,20.8*,-22.3%,-21.1%,2.1%,-55.0%
CC1c2[nH]c3ccccc3c2CCN1S(C)(=O)=O (stereo unspecified),9.5,18.1,-3.4,0.6%,4.5%,-5.9%,?
O=C1CC2(CCN(C(=O)c3cccc(Br)c3)CC2)Oc2ccccc21,-14.4,.,.,.,-0.7%,1.1%,43.5%
CC(C)CSc1nnc2c(n1)[nH]c1ccccc12,-11.8,43.4,32.1*,3.9%,-2.5%,?,-8.1%
COc1ccccc1C(=O)Nc1ccc(N2CCN(Cc3ccccc3)CC2)cc1,-23.2,-5.4,-1.4,0.2%,?,?,48.3%
O=C(c1cccs1)N1CCN(Cc2ccncc2)CC1,-15.6,34.7,-2.1,-29.5%,-9.5%,-17.8%,-22.0%
Cn1c(=O)c2c(nc3n2CC(COc2ccccc2)O3)n(C)c1=O (stereo unspecified),-1.6,23.5,-2.3,-1.9%,6.3%,-6.2%,-1.8%
O=C(COc1ccccc1O)Nc1ccccc1Cl,81.3,92.6*,70.6*,-3.3%,11.6%,-7.5%,-32.7%
COc1ccc(C2C(CN3CCOCC3)C(=O)N2c2ccccc2)cc1 (stereo unspecified),-36.2,-5.4,-0.6,5.6%,-2.2%,1.7%,101.0%[activator]
Cc1ccc(-c2cc(C(F)F)n3ncc(C(=O)Nc4cn(C)nc4C)c3n2)cc1,?,-19.9,-2.6,2.0%,12.0%,-1.9%,-11.9%
Cc1cc(N=CC2=C(O)CC(C)(C)CC2=O)no1,1.4,-2.3,-3.1,-4.8%,-2.8%,?,-9.8%
C[n+]1ccc(/C=N/Nc2nc(Cl)c(C#N)c(Cl)c2Cl)cc1,7.6,-5.9,0.1,-14.6%,31.3%,-6.6%,-22.6%
Cc1cc(=O)oc2cc(OCC(=O)NCc3cccnc3)ccc12,4.8,-9.6,-0.8,-0.5%,-4.3%,-15.0%,0.6%
Cc1cc(Cl)nc(N)n1,13.0,-2.0,-1.7,-6.8%,22.6%,-13.8%,-5.4%

# Full records, looked up by structure. Screens in order: HCMV antiviral | Shiga inhibitor | Cycloheximide cs | Giardia FBPA inh | AMA1 RON2 block | AmpC inh detg | AmpC no deterg
# Shown for CC1c2[nH]c3ccccc3c2CCN1S(C)(=O)=O (stereo unspecified) → 9.5 | 18.1 | -3.4 | 0.6% | 4.5% | -5.9% | ?
# Shown for O=C(c1cccs1)N1CCN(Cc2ccncc2)CC1 → -15.6 | 34.7 | -2.1 | -29.5% | -9.5% | -17.8% | -22.0%

# Source: PubChem
